Screening data deposited in PubChem by several laboratories.
APP 5UTR inh = inhibitors of APP translation via 5'UTR reporter, primary screen, APP 5'UTR luciferase, SH-SY5Y cells | inhibition, % at 2 µM | SH-SY5Y APP 5'UTR-luciferase reporter, luminescence | 190,000 tested, 0.82% active;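 active means inhibition above a set limit, derived from the sample mean plus 3 SD, cut at about 45% in these data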; further: values of inactives mirror those of a sister screen read the other way
STAT3 blocker = IL-6 driven STAT3 reporter inhibitors, primary screen, U3A cells, luciferase, luminescence, MLSCN library. IL-6 STAT3-luciferase reporter; host cell line lacks STAT1. inhibition, % at 5.5 µM. 190,000 tested, 0.89% active;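 active means inhibition above the mean inhibition across all screened compounds plus 3 SD, cut at about 44% in these data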;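 further: 0% = DMSO only wells and 100% = 100 µM nifuroxazide control wells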
FLuc inhib CS = firefly luciferase enzyme inhibitors, primary screen, artefact control for luciferase-based inhibitor screens, biochemical, luminescence, ATPLite. 10 min. inhibition, % at 10 µM. 200,000 tested, 1.5% active. AID 1006, 2008;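 active means inhibition above about 50% when tested at 10 µM, limit read from the data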
Target sequence (P08659 whole entry, looked up): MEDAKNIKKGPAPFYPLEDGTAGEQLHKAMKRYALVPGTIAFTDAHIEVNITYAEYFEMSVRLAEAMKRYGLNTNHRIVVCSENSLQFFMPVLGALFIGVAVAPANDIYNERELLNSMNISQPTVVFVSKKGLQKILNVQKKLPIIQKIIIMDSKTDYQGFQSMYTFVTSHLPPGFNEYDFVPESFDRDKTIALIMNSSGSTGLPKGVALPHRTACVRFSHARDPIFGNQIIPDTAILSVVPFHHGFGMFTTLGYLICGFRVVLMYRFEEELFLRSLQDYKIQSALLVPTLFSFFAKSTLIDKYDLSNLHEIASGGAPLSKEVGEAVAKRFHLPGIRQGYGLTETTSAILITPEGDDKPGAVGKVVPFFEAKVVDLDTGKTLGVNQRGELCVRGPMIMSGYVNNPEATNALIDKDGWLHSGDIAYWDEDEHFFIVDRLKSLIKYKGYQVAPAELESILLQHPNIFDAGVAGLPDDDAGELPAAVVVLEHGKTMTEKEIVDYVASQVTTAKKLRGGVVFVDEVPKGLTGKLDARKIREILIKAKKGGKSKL
Hsp70 activator = Hsp70 transcriptional activators, primary screen, cell-based, HeLa, Hsp70 promoter luciferase, luminescence, 10 µM | HeLa Hsp70 promoter luciferase reporter; scaled: vehicle 0, proteasome-inhibitor control 100% | activation, % at 10 µM | 200,000 tested, 0.04% active;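 active means activation above the mean across all tested compounds plus 3 SD, cutoff set per campaign, cut at about 5.5% in these data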;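 further: 100% = MG132 at 30 µM as the positive control and 0% = DMSO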
RAM network inh = inhibitors of the yeast RAM network, primary screen, dse1pr::URA3 reporter, 5-FOA selection. S. cerevisiae dse1pr::URA3 reporter, 5-FOA growth OD615, 2 d; analog-sensitive cbk1-as2 kinase mutant strain. inhibition, % at 50 µM. 190,000 tested, 1.8% active. AID 868, 2007;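 active means inhibition above a set limit, 3 SD over mean compound inhibition, cut at about 8.4% in these data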;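 further: 0% = DMSO-only wells with no growth and 100% = 10 µM 1-NA-PP1 full growth; inhibition rescues growth on 5-FOA so higher OD means more RAM inhibition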
APP 5'UTR act = activators of APP 5'UTR luciferase reporter, primary screen, SH-SY5Y cells | SH-SY5Y APP 5'UTR luciferase reporter, luminescence; zero percent = DMSO vehicle wells | activation, % at 2 µM | 190,000 tested, 1% active | AID 1276, 2008;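 active means activation above a set limit, based on mean plus 3 SD of controls, cut at about 140% in these data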; further: values of inactives mirror those of a sister screen read the other way
NF-kB neuron act = activators of NF-kB expression in neurons, primary screen, cell-based, HTS; AID 1239, 2008; fold change at 12.5 µM; 190,000 tested, 1.6% active; human neuronal cells, NF-kB reporter expression; stronger effect = higher value; in the data active means fold change above about 3.3
STAT1 blocker = STAT1 signaling inhibitors, primary screen, cell-based, HTS, luciferase reporter. AID 920, 2007. 200,000 tested, 0.35% active. inhibition, % at 5.5 µM. NIH 3T3 STAT1-luciferase reporter, IFN-gamma, luminescence;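 active means inhibition above a set limit, the mean inhibition across all tested compounds plus 3 SD, cut at about 34% in these data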;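 further: 0% = IFN-gamma with DMSO and 100% = IFN-gamma with 300 µM nifuroxazide; values of inactives mirror those of a sister screen read the other way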
STAT3 act = IL-6 driven STAT3 reporter potentiators, primary screen, U3A cells, luciferase, luminescence, MLSCN library; IL-6 STAT3-luciferase reporter; 100% = signal with IL-6 EC80 alone; AID 871, 2007; activation (% of control), % at 5.6 µM; 190,000 tested, 0.91% active;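 active means activation above the screen-wide mean of compound activation plus 3 SD, cut at about 130% in these data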;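 further: 0% = background luminescence of wells with medium and substrate only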
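Detection: reporter luminescence signal / Assay system: STAT1-lacking human U3A cells, STAT3 luciferase reporter / Incubation: compound pre-incubation 1 h before IL-6, then 6 h stimulation at 37 °C / Control set: IL-6-only high control / Read-out: % activation relative to IL-6 control / Probe or stimulus: Interleukin-6, 33 ng/mL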
STAT1 act = STAT1 signaling activators, primary screen, cell-based, HTS, luciferase reporter. NIH 3T3 STAT1-luciferase reporter, IFN-gamma, luminescence; 100% = IFN-gamma alone, no compound. 200,000 tested, 2.6% active. AID 932, 2007. activation (% of control), % at 5.5 µM;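 active means activation above the screen-wide mean activation plus 3 SD, cut at about 130% in these data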;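 further: raw ratio to IFN-gamma control signal so 100% means no change and 0% no light; values of inactives mirror those of a sister screen read the other way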
An asterisk follows results filed as active. Not a hit list. Share with any hit: about 7.7%.

SMILES | APP 5UTR inh | STAT3 blocker | FLuc inhib CS | Hsp70 activator | RAM network inh | APP 5'UTR act | NF-kB neuron act | STAT1 blocker | STAT3 act | STAT1 act
COc1ccc(NC(=O)Cc2c(C)n(C(=O)c3ccc(Cl)cc3)c3ccc(OC)cc23)cc1 | 0 | -16 | -3 | -0.5 | 1.1 | 0 | 0.85 | -7 | 109 | 106
CC(=O)c1ccc(N=Nc2ccc(N(C)C)cc2)cc1 | -135 | 52* | 53* | 0.1 | 2.1 | 135 | 3.9* | -19 | 56 | 119
COc1cc(/C=N/n2c(SC)nnc(C(C)(C)C)c2=O)ccc1O | 4 | 22 | -5 | -0.6 | 2.2 | -4 | 1.2 | 9 | 87 | 92
CCC(C)(C)n1nnnc1CN1CCC(c2nc3ccc(C)cc3[nH]2)CC1 | -1 | 19 | -4 | -0.5 | 1.5 | 1 | 0.74 | 5 | 87 | 95
CCCCOc1ccc(C(C)(O)CCN2CCOCC2)cc1 (stereo unspecified) | 12 | 8 | -7 | -0.6 | 1.2 | -12 | 1.2 | -5 | 97 | 102
Cc1nc2ccccc2c2c1C(=O)N(CCC1=CCCCC1)C2=O | 10 | -3 | -7 | 0.2 | 5.6 | -10 | 0.84 | 9 | 106 | 89
CC1=C(C(=O)OC(C)C)C(C)C(C(=O)OC(C)C)=C(C)N1 | 26 | 1 | -9 | -0.3 | -0.3 | -26 | 0.94 | 7 | 105 | 95
C=CCN=C1NN=C(c2ccc3c(c2)OCCO3)CS1 | -58 | 89* | 94* | -0.4 | 1.8 | 58 | 1.2 | 64* | 25 | 40
Cc1ccc(NC(=O)c2cccs2)cc1S(=O)(=O)Nc1cccc(Cl)c1 | -5 | 36 | -2 | -0.3 | 7.0 | 5 | 0.67 | 2 | 72 | 99
COc1cccc(NC(=O)CN(Cc2ccccc2)S(C)(=O)=O)c1 | 3 | 4 | -4 | -0.3 | 0.9 | -3 | 1.2 | -1 | 99 | 101
N/C(=N\OC(=O)c1cccs1)c1cccc([N+](=O)[O-])c1 | -51 | 9 | 87* | 0.1 | 1.3 | 51 | 2 | -28 | 97 | 126
Cn1nnnc1SCC(=O)Nc1ccc(Br)cc1Cl | 10 | 23 | -4 | -0.2 | 4.1 | -10 | 1.2 | -2 | 85 | 102
CCOc1ccc(S(=O)(=O)Nc2ccc(C(=O)N/N=C(\C)c3ccc(-n4ccnc4)cc3)cc2)cc1 | 6 | -5 | 2 | 0.0 | -0.8 | -6 | 0.83 | 4 | 109 | 96
C[C@H](C(=O)O)c1n[nH]c(=O)c2ccccc12 | 3 | 8 | -7 | -0.1 | 1.3 | -3 | 1.1 | 4 | 97 | 96
CC1CC(C)(C)CC2(C1)NC(=O)N(CC(=O)NCC(c1ccco1)N1CCCCC1)C2=O (stereo unspecified) | -9 | 4 | -8 | -0.1 | -0.2 | 9 | 0.99 | -3 | 100 | 103
Cc1ccc2c(COC(=O)C34CC5CC(CC(C5)C3)C4)cc(=O)oc2c1 | -26 | -14 | -4 | -0.2 | 2.1 | 26 | 1.5 | -4 | 115 | 104
Cc1ccc(-c2csc3nnc(SCC(=O)Nc4cccc(C)n4)n23)cc1 | 4 | 7 | -2 | -0.5 | 0.3 | -4 | 1.1 | 13 | 98 | 88
COc1ccc(NC(=O)CSc2nc(-c3ccncc3)nn2CC(=O)N2CCCC2)cc1 | -27 | 1 | -5 | 0.1 | -0.8 | 27 | 0.9 | 0 | 105 | 101
C=CCNc1nc(-c2sc(NC(=O)CC)nc2C)cs1 | -7 | -37 | 0 | -0.1 | 1.2 | 7 | 0.92 | -28 | 135* | 125
COc1cccc(NC(=O)CN(c2ccc(C)cc2)S(=O)(=O)c2c(C)nn(C)c2C)c1 | 3 | 3 | -2 | -0.4 | 3.2 | -3 | 1.2 | 4 | 104 | 97
CC(=C\c1ccco1)/C=C(\C#N)C(=O)NCCc1c[nH]c2ccccc12 | -1 | -8 | 0 | -0.2 | 4.6 | 1 | 0.92 | 3 | 112 | 97
O=C(c1ccc(=O)[nH]c1)N(Cc1ccco1)C1(C(=O)NC2CCCCC2)CCCCC1 | -6 | -4 | -6 | -0.1 | 1.6 | 6 | 0.88 | -4 | 107 | 102
Cc1ccc2c(c1)nnn2C1CCN(S(=O)(=O)c2ccc(C(=O)NC3CCCC3)cc2)CC1 | 12 | 7 | -5 | -0.2 | 2.6 | -12 | 0.63 | 2 | 99 | 99
Cc1cc(Br)ccc1NC(=O)CNC(=O)Cn1ncc(Cl)c(Cl)c1=O | 96* | 9 | -3 | -0.1 | 3.7 | -96 | 0.96 | 4 | 97 | 95
COc1ccccc1CNC(=O)C(=O)NCC1OCCN1S(=O)(=O)c1ccc2c(c1)OCCO2 (stereo unspecified) | -4 | 1 | -14 | -0.2 | 1.4 | 4 | 0.83 | -14 | 99 | 113
O=C(CNc1ccccc1Cl)N/N=C1\CCCc2ccccc21 | 18 | 13 | -6 | 0.0 | 4.9 | -18 | 1.3 | -5 | 94 | 103
COc1ccc(S(=O)(=O)N(C)CC(=O)Nc2ccc(F)cc2)cc1 | -5 | 3 | -1 | -0.1 | 2.0 | 5 | 0.65 | 12 | 100 | 89
Cc1cc(Nc2ccc3ccccc3c2)n2ncnc2n1 | -7 | -18 | 2 | -0.1 | 1.1 | 7 | 0.78 | 4 | 120 | 96
Brc1ccc(Nc2c3c(nc4ncnn24)CCC3)cc1 | 8 | 19 | -3 | 0.2 | 0.2 | -8 | 1.1 | 1 | 87 | 99
O=C(NCCCN1CCOCC1)c1ccc(Sc2ccc(Br)cc2)c([N+](=O)[O-])c1 | -29 | -4 | -4 | -0.1 | 1.0 | 29 | 0.86 | -12 | 101 | 111
CCOC(=O)c1nc(NCc2ccccc2F)c2ccccc2n1 | -14 | 6 | -2 | 0.1 | 0.9 | 14 | 1 | 1 | 98 | 98
C(=N\Nc1nc2ccccc2[nH]1)/c1ccccc1 | -128 | 21 | 34 | -0.3 | 2.0 | 128 | 1 | -29 | 84 | 124
C=C(C)c1cccc(C(C)(C)NC(=O)Nc2ccc(C)cn2)c1 | -21 | -6 | 4 | 0.0 | -1.0 | 21 | 0.89 | -21 | 105 | 119
Cc1ccc(-n2cc(CN3CCN(Cc4nccn4C)CC3)c(-c3ccc(F)cc3)n2)cc1 | -27 | 17 | -2 | -0.2 | -1.3 | 27 | 0.79 | -5 | 90 | 104
Cc1ccccc1CSCc1ccc(C(=O)NCCCN2CCOCC2)o1 | -6 | 14 | -6 | 0.0 | 0.2 | 6 | 0.96 | 3 | 98 | 97
CCN(CC)S(=O)(=O)c1ccc(C(=O)OCCNC(=O)c2cccnc2)cc1 | -8 | 0 | -6 | -0.3 | -0.1 | 8 | 1 | -5 | 104 | 104
CC(NC(=O)CSc1ncccn1)c1ccc(Cl)cc1Cl (stereo unspecified) | -8 | 5 | -5 | -0.1 | 0.4 | 8 | 1.1 | 6 | 100 | 95
COc1cccc(C(=O)Nc2nc(-c3ccccc3)c(-c3ccccc3)o2)c1 | -3 | 12 | -6 | -0.4 | 3.8 | 3 | 0.68 | 9 | 92 | 92
COc1ccc(-c2cc3ncc(-c4ccccc4)c(N)n3n2)cc1 | -225 | 17 | 79* | 1.4 | 2.0 | 225* | 2.7 | -61 | 92 | 156*
CC(=O)N1N=C(c2ccco2)CC1c1ccc(Br)cc1 (stereo unspecified) | 17 | -6 | -4 | 0.5 | -1.0 | -17 | 1.2 | -2 | 104 | 102
Cc1nnc(SCC(=O)N(C(C)C)C(C)C)nc1C | 8 | 7 | -5 | -0.3 | 4.6 | -8 | 0.99 | 0 | 99 | 100
CCOP(=O)(OCC)C(NC(=O)Nc1ccc(Cl)cc1)C(N)=O (stereo unspecified) | -10 | 3 | -6 | 0.0 | 0.7 | 10 | 1.2 | 3 | 95 | 97
CCN(CC)CCNC(=O)C1c2ccccc2C(=O)N(CCOC)C1c1ccc(F)cc1 (stereo unspecified) | 2 | 6 | -6 | 0.0 | -0.6 | -2 | 0.99 | -3 | 100 | 103
COC(=O)c1ccc(C(NC(=O)c2cccnc2)NC(=O)c2cccnc2)cc1 | 5 | -18 | -10 | -0.2 | 1.3 | -5 | 1.1 | -2 | 117 | 101
COC(=O)Nc1c(-c2ccccc2)nc2ccc(C)cn12 | -3 | 7 | -2 | -0.1 | 0.3 | 3 | 1.1 | -7 | 98 | 105
CCC(C(=O)NC(C)(C)C)N(C(=O)Cn1nnc(-c2ccccc2F)n1)c1cccc2c1CCCC2 (stereo unspecified) | 13 | 1 | -7 | -0.2 | 3.6 | -13 | 1.4 | 5 | 104 | 95
CCN(CC(=O)Nc1ccccc1OC)C(=O)COc1ccc2ccccc2c1 | -6 | -1 | 1 | 0.2 | 0.0 | 6 | 1.1 | 2 | 99 | 98
O=C(O)CN1C(=O)NC2NC(=O)NC21 (stereo unspecified) | 2 | -2 | -6 | -0.3 | 0.3 | -2 | 1.4 | -6 | 107 | 105
COc1ccc(N2CCN(C(=O)COc3ccc(Cl)cc3Cl)CC2)cc1 | -3 | 10 | -4 | 0.1 | 4.7 | 3 | 0.89 | -4 | 96 | 104
Cc1cc(/C=N/NC(=O)c2ccc(CN3CCOCC3)cc2)c(C)n1-c1ccccc1 | 11 | 20 | 17 | -0.4 | 0.6 | -11 | 1.1 | -5 | 90 | 103
O/N=C1\CCCc2ccc(Cl)cc21 | -5 | 8 | -5 | -0.6 | -0.3 | 5 | 1.1 | 5 | 93 | 95
Cn1c(N)c(C(=O)COC(=O)CSc2ccc(Cl)cc2)c(=O)n(C)c1=O | 17 | -2 | -6 | -0.2 | 2.8 | -17 | 1.1 | 6 | 105 | 95
CCCCn1c(NC(=O)c2ccco2)c(S(=O)(=O)c2ccc(C)cc2)c2nc3ccccc3nc21 | 9 | -11 | -4 | -0.3 | 4.5 | -9 | 1.2 | 1 | 113 | 99
Cc1ccc(NC(=O)N/C=C/c2ccc(Cl)cc2)cc1 | 8 | 11 | 4 | -0.2 | 1.2 | -7 | 1.3 | -31 | 97 | 128
O=C1c2cccc3cccc(c23)C(=O)N1CCCSc1ncn[nH]1 | -11 | 27 | 2 | -0.1 | -1.1 | 11 | 0.84 | -7 | 82 | 105
COCCNC(=O)C(OC(=O)c1cccs1)c1ccccc1 (stereo unspecified) | -13 | 5 | 2 | -0.3 | 0.0 | 13 | 0.97 | 1 | 101 | 99
CCN(CC)C(=O)Cn1cnc2c1c(=O)n(C)c(=O)n2C | 4 | -4 | -1 | -0.3 | 0.1 | -4 | 0.94 | -3 | 104 | 101
